# S1P3 antag – S1P3 (human) receptor antagonism. inhibition, % at 4.98 µM. 170,000 tested, 0.27% active. CHO S1P3 NFAT-BLA reporter, FRET fluorescence, antagonist mode. AID 485;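 active means inhibition above the plate cutoff, the mean inhibition of test wells on that plate plus 3 SD, cut at about 28% in these data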;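 further: cells challenged with S1P at its EC80 of 0.8 µM; blue over green emission ratio from cleaved BLA substrate after 4 h stimulation; 0% = S1P-stimulated wells and 100% = unstimulated DMSO-only wells; some compounds past the cut are filed as inactive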
# STAT1 blocker – reduces IFN-gamma driven STAT1 reporter signal; NIH 3T3 STAT1-luciferase reporter, luminescence; inhibition, % at 5.5 µM; 200,000 tested, 0.35% active; AID 920;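 active means inhibition above a set limit, the mean inhibition across all tested compounds plus 3 SD, cut at about 34% in these data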;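 further: 0% = IFN-gamma with DMSO and 100% = IFN-gamma with 300 µM nifuroxazide; values of inactives mirror those of a sister screen read the other way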
# SRC2 TRFRET art – counter-screen for PPARgamma SRC-2 recruitment agonists: TR-FRET artefact | stronger effect = higher value | TR-FRET ratio at 8 µM | AID 1049 | 200,000 tested, 0.4% active; in the data active means TR-FRET ratio above about 2000; further: inactives centre near 1500
# PPARg SRC-1 ag – promotes SRC-1 coactivator recruitment by human PPARgamma. P37231. PPARgamma-SRC-1 coactivator recruitment biochemical assay. activation, % at 8 µM. 200,000 tested, 0.41% active. AID 631; in the data active means activation above about 19%;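 further: 0% = DMSO and 100% = reference agonist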
# Target sequence (P37231 whole entry, looked up): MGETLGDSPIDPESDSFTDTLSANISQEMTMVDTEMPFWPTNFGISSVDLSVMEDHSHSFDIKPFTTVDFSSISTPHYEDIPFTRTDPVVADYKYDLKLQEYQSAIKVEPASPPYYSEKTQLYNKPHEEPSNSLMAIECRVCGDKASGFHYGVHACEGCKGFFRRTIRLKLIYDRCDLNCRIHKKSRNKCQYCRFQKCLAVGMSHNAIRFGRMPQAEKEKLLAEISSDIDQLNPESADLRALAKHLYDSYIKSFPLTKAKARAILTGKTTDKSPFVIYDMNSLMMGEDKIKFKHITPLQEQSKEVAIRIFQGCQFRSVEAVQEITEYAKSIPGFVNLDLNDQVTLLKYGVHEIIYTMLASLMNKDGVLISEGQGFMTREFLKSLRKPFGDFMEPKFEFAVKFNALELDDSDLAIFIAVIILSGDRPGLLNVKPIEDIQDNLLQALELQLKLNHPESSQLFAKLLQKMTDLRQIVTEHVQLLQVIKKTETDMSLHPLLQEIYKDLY
# ROMK mod – human ROMK K+ channel modulation, primary screen. Tet-inducible ROMK, thallium flux fluorescence; actives lie on both sides. B-score at 10 µM. 130,000 tested, 2% active. P48048;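 active means signal ratio slope over the read window, or its plate-corrected B-score, at least 3 SD from the plate mean, either direction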;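 further: B-score of the F/F0 ratio slope over 7 to 12 s after thallium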
# Target sequence (P48048 whole entry, looked up): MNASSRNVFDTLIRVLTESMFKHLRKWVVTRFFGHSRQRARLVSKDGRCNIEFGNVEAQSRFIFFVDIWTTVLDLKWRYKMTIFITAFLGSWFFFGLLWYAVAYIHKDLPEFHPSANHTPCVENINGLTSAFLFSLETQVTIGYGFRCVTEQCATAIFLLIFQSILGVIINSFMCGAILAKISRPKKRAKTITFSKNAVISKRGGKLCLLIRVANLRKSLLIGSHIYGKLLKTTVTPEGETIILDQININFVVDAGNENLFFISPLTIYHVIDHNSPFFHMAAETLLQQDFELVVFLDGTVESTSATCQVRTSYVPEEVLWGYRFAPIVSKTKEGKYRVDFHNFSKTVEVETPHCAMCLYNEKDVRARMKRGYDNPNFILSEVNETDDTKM
# PPARg SRC-3 ag – PPARgamma-driven SRC-3 recruitment agonism | biochemical PPARgamma/SRC-3 coactivator recruitment assay | activation, % at 8 µM | 200,000 tested, 0.26% active | AID 731; in the data active means activation above about 23%;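 further: 0% = DMSO and 100% = reference agonist; some compounds past the cut are filed as inactive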
# RAM network inh – yeast RAM network inhibition. S. cerevisiae dse1pr::URA3 reporter, 5-FOA growth OD615, 2 d; analog-sensitive cbk1-as2 kinase mutant strain. inhibition, % at 50 µM. 190,000 tested, 1.8% active. AID 868;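 active means inhibition above a set limit, 3 SD over mean compound inhibition, cut at about 8.4% in these data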;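 further: 0% = DMSO-only wells with no growth and 100% = 10 µM 1-NA-PP1 full growth; inhibition rescues growth on 5-FOA so higher OD means more RAM inhibition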
# STAT3 inh – reduces IL-6 driven STAT3 reporter signal. 190,000 tested, 0.89% active. U3A cells, IL-6 STAT3-luciferase reporter, luminescence; host cell line lacks STAT1. inhibition, % at 5.5 µM. AID 862;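 active means inhibition above the mean inhibition across all screened compounds plus 3 SD, cut at about 44% in these data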;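 further: 0% = DMSO only wells and 100% = 100 µM nifuroxazide control wells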
# STAT3 act – increases IL-6 driven STAT3 reporter signal; U3A cells, IL-6 STAT3-luciferase reporter, luminescence; 100% = signal with IL-6 EC80 alone; activation (% of control), % at 5.6 µM; 190,000 tested, 0.91% active; AID 871;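 active means activation above the screen-wide mean of compound activation plus 3 SD, cut at about 130% in these data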;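 further: 0% = background luminescence of wells with medium and substrate only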
#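 Assay system – human STAT1-deficient U3A cells with stable STAT3-luciferase reporter · Also added – IL-6 (33 ng/mL) · Schedule – compound 1 h, then IL-6 6 h at 37 °C · Technique – reporter luminescence signal · Evaluation – % activation versus median of IL-6-stimulated wells · Benchmarks – IL-6-only wells as 100% reference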
# TLR4-MyD88 BLA – inhibitors of human TLR4-MyD88 binding | 200,000 tested, 0.18% active | HeLa CL3-4 TLR4/MyD88 BLA complementation, FRET ratio | O00206+Q99836 | inhibition, % at 8.4 µM; in the data active means inhibition above about 25%;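 further: 0% = vehicle and 100% = reference inhibitor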
# PPARg SRC2 recr – agonists of SRC-2 recruitment by human PPARgamma; P37231; PPARgamma LBD-SRC-2 recruitment, biochemical; activation, % at 8 µM; 200,000 tested, 0.34% active; AID 1032; in the data active means activation above about 22%;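 further: 0% = vehicle and 100% = reference agonist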
# Starred values were filed as active, the others as inactive; x = no result given.
SMILES,S1P3 antag,STAT1 blocker,SRC2 TRFRET art,PPARg SRC-1 ag,ROMK mod,PPARg SRC-3 ag,RAM network inh,STAT3 inh,STAT3 act,TLR4-MyD88 BLA,PPARg SRC2 recr
O=C(c1ccc(S(=O)(=O)Nc2ccc(F)cc2)cc1)N1CCN(c2ccccn2)CC1,10,28,1478,4,0.14,3,2.1,29,82,-2,2
Cc1ccc(S(=O)(=O)N2CCN(S(=O)(=O)N3CCOCC3)CC2)cc1,x,-4,1646,3,x,-1,3.6,0,104,-12,-2
Cc1cs/c(=N/C(=S)Nc2ccccc2)n1C,3,-87,1497,4,0.45,5,2.9,10,94,-9,6
CCN1C(=O)/C(=C2/C=CC=CN2C)OC1=S,6,-6,1880,14,0.23,7,-0.9,7,96,9,2
Cc1sc2ncn3ncnc3c2c1C,41,0,1608,3,x,3,2.6,3,97,-4,7
O=C(NCc1ccco1)C1CC(=O)N(c2ccc(F)cc2)C1 (stereo unspecified),2,-4,1409,0,0.58,8,1.3,-1,102,-4,-2
COc1ccc2[nH]c3c(c2c1)CCn1c-3nc2sc(C(=O)Nc3ccccc3)c(C)c2c1=O,-8,3,1392,4,x,-4,-0.6,-2,100,-9,2
CCOC(=O)c1cc2c(nc1NC(=S)NCc1ccccc1)CCCC2,-20,-6,1505,2,x,1,1.6,-16,112,-1,6
Cc1ccc(CC(CC(=O)O)C(=O)NC2CCCCC2)cc1 (stereo unspecified),19,9,1595,5,x,-10,0.9,10,95,-13,2
CCC(C)c1ccc(NC(=S)NCc2cccs2)cc1 (stereo unspecified),x,-1,1539,3,x,19,3.7,2,101,2,7
COc1ccc(OC)c(CN2CCC(C(=O)N3CCOCC3)CC2)c1,7,5,1548,7,-0.13,0,0.7,22,84,5,0
COc1cccc(/C=C2\SC(=S)N(N3CCOCC3)C2=O)c1OC,2,-8,1404,-4,0.099,0,1.9,-12,110,-6,-3
Cc1ccc(C(=O)NC(=S)NNC(=O)CC#N)cc1,-8,-11,1708,-1,0.5,6,-0.8,9,95,6,-1
COc1ccc2nc3oc(C(=O)N4CCCCC4)cc3cc2c1,4,-86,1462,-2,x,6,1.1,20,86,-4,12
Cc1ncoc1C(=O)Nc1ccc(Oc2ccccc2)cc1,-30,-4,1619,4,-1.5,-7,-0.8,18,87,0,1
O=S(=O)(c1ccc(F)c(Cl)c1)N1CCCC1,x,6,1597,0,x,17,0.8,3,101,-1,1
O=S(=O)(N1CCCCC1)N1CCN(S(=O)(=O)N2CCCCC2)CC1,14,-1,1694,2,x,-2,1.4,6,99,-15,6
Cc1ccc2nsnc2c1NC(=O)c1ccc2c(c1)OCCO2,x,-8,1556,13,-0.085,6,-1.4,7,92,4,8
Cn1nnnc1SCC(=O)Nc1ccccn1,x,1,1567,3,0.013,-2,1.6,6,95,-4,4
O=C(O)C1CC=CCC1C(=O)Nc1cccc([N+](=O)[O-])c1 (stereo unspecified),-18,-8,1440,0,1.1,-1,9.6*,-2,106,0,-3
O=C(NCc1ccccc1F)C1CCCN(C(=O)NC2CCCCC2)C1 (stereo unspecified),-5,4,1640,0,-0.061,2,0.0,-2,104,-1,-7
Cc1nnc(SCCn2c(N(C)Cc3ccccc3)nc3c2c(=O)[nH]c(=O)n3C)s1,-6,0,1559,-4,x,-3,1.0,3,102,5,4
Cc1cc(NC(=O)CCc2ccc(C)o2)no1,-4,5,1513,3,0.24,-3,0.8,3,101,-11,8
Cc1onc(-c2c(F)cccc2Cl)c1C(=O)NCCO,0,0,1509,-4,0.1,1,-1.7,12,99,-1,1
Cc1ccc(OCCSCc2nc3ccccc3[nH]2)cc1,x,6,1515,7,x,1,0.7,14,93,3,0

# Individual results from the entries so far.
# In TLR4-MyD88 BLA, O=S(=O)(N1CCCCC1)N1CCN(S(=O)(=O)N2CCCCC2)CC1 is entered as -15
# In PPARg SRC2 recr, Cc1cc(NC(=O)CCc2ccc(C)o2)no1 is entered as 8
# In PPARg SRC2 recr, Cc1ccc(CC(CC(=O)O)C(=O)NC2CCCCC2)cc1 (stereo unspecified) is entered as 2

# (more compounds)
SMILES,S1P3 antag,STAT1 blocker,SRC2 TRFRET art,PPARg SRC-1 ag,ROMK mod,PPARg SRC-3 ag,RAM network inh,STAT3 inh,STAT3 act,TLR4-MyD88 BLA,PPARg SRC2 recr
CCN1CCN(C(c2ccccc2)c2nnnn2Cc2ccc3c(c2)OCO3)CC1 (stereo unspecified),-5,0,1662,11,0.6,5,1.4,1,110,-3,-3
CSc1ccccc1NC(=O)Cn1ccsc1=N,2,0,1699,2,0.72,6,1.7,-3,107,-8,8
O=C(c1cn(-c2ccccc2)nc1-c1cccc(Br)c1)N1CCOCC1,-5,4,1515,5,0.032,3,0.5,24,85,-14,-3
CCOc1cc(C(=O)O/N=C(\N)c2ccc([N+](=O)[O-])cc2)cc(OCC)c1OCC,x,0,1569,-1,1.5,10,2.5,22,86,-2,5
O=C(O)c1c(-n2cccc2)sc2c1CCCC2,-11,-7,1442,-2,-0.064,0,-0.1,5,103,-5,5
Cc1cc(C(=O)N/N=C2\CC(=O)CC(C)(C)C2)c(C)n1-c1ccccc1,-19,7,1580,15,0.2,2,-0.3,2,101,-6,9
Cc1cc(C)cc(N2CCCn3c2nc2c3c(=O)n(CC(=O)OCc3ccccc3)c(=O)n2C)c1,-6,3,1604,12,0.022,-6,0.7,12,94,-7,-3
O=[N+]([O-])c1cc(S(=O)(=O)NC2=NCCCCC2)ccc1Cl,-26,16,1556,2,-0.36,5,0.0,-5,105,0,3
Cc1ccc(C2Nc3ccccc3C(=O)N2Cc2ccco2)cc1 (stereo unspecified),-37,-2,1337,-1,-1.5,9,5.0,6,103,9,3
C=CCc1cccc2cc(C(=O)N(C)C)c(=O)oc12,4,-6,1362,0,x,-7,2.1,6,100,-2,3
CCCC(=O)C1=C(O)C(C(=O)OC)C(C)(C)CC1=Nc1ccc(N)cc1 (stereo unspecified),x,9,1498,5,x,1,2.6,2,101,7,2
Nc1ccccc1Nc1cc(-c2ccccc2)nn1-c1cccc(Cl)c1,-4,-1,1554,0,x,-3,1.4,-2,105,-11,1
CC(C)(C)C(=O)Cn1c(=O)n(-c2ccc(F)cc2F)c(=O)c2sccc21,-15,3,1534,4,0.031,2,1.4,2,100,-5,-6
COCCN(C(=S)Nc1cccc(C)c1C)C(C)c1ccco1 (stereo unspecified),-13,0,1448,-1,0.53,0,1.4,6,99,-1,4
COc1ccccc1Nc1nc(N)nc(CSc2nncn2C)n1,x,-1,1596,3,0.18,7,2.2,3,98,7,-7
O=C(c1ccccc1)c1cccc(NC(=O)c2ccco2)c1,8,-32,1713,3,x,2,-0.5,2,101,-8,-4
CC(C)[C@H](NC(=O)c1ccccc1)C(=O)OCc1nc2scc(-c3ccccc3)c2c(=O)[nH]1,-14,1,1720,0,0.25,0,6.2,6,95,9,3
Clc1ccc(COn2c(-c3ccc(Cl)cc3)nc3ccccc32)cc1,x,8,1645,2,x,4,9.1*,19,89,-9,8
CCOC(=O)c1sc(NC(=O)CCN2CCOCC2)c(C(=O)OCC)c1C,-10,-4,1602,14,x,10,0.3,8,97,1,2
O=C(/C=C/c1ccccc1)NC1CCSC1=O (stereo unspecified),-25,-11,1415,-2,x,6,0.7,-3,103,0,2
CC1(CCc2ccccc2)NC(=O)N(CC(=O)Nc2ccc(S(N)(=O)=O)cc2)C1=O (stereo unspecified),-1,-10,1532,3,0.91,1,0.6,0,104,-1,6
CS(=O)(=O)Nn1cnc2ccccc2c1=O,-17,3,1613,-2,x,-2,0.3,3,102,-9,3
Fc1ccc(Oc2nnnn2-c2ccccc2)cc1,-23,5,1274,-4,x,-4,-0.2,10,92,-10,-8
COc1ccc2nc(C)cc(N3CCOCC3)c2c1,-31,0,1676,7,x,8,1.0,10,94,16,6
CCC(CC)C(=O)Nc1ccc(C(=O)Nc2cc(C)on2)cc1,0,0,1720,2,-0.49,5,1.4,8,100,-27,4
# Following part
SMILES,S1P3 antag,STAT1 blocker,SRC2 TRFRET art,PPARg SRC-1 ag,ROMK mod,PPARg SRC-3 ag,RAM network inh,STAT3 inh,STAT3 act,TLR4-MyD88 BLA,PPARg SRC2 recr
Cc1ccc2c(c1)cc(CN(Cc1cccnc1)C(=O)c1ccccc1)c1nnnn12,-4,13,1493,2,-0.35,0,3.2,-2,103,2,3
O=C(CSc1nc2cc(Cl)ccc2s1)c1ccco1,x,-18,1374,3,x,-2,8.3,-4,110,6,13
COc1ccc2ccc(Oc3ncccn3)cc2c1,-33,-4,1338,0,0.23,3,1.3,6,100,-3,-5
O=C(NCc1ccc(F)cc1)c1c(O)c2cccc3c2n(c1=O)CCC3,25,-9,1441,-1,x,-7,0.9,8,99,-11,8
CC1CCCCN1S(=O)(=O)c1cccc2cccnc12 (stereo unspecified),-2,3,1542,0,x,4,-1.1,0,104,-12,7
COc1ccc(/C=C/C2=NC(=C\N(C)C)/C(=O)O2)cc1,x,-17,1613,-2,-1.1,13,-0.1,18,88,4,7
O=C(NC1CCCCC1)C1CCN(c2nccs2)CC1,-3,2,1626,12,0.73,-1,2.0,7,97,0,1
O=C1COc2ccc(C(=O)COC(=O)C3CC(O)CN3S(=O)(=O)c3ccc(Cl)cc3)cc2N1 (stereo unspecified),-5,8,1664,1,0.22,1,0.9,-5,104,11,3
O=C(Nc1cccc(C(F)(F)F)c1)c1ccc2nc(N3C(=O)CCC3=O)sc2c1,x,1,1610,-1,x,4,3.3,17,95,2,2
O=C(c1ccccc1)c1nnc(-c2ccncc2)o1,1,4,1611,4,0.62,9,-0.1,0,102,-1,2
Cc1nc(NC(=O)Nc2ccc(Cl)cc2)sc1C,12,-48,1519,1,0.74,7,5.4,18,94,4,2
CCC(=O)Nc1cccc(C(=O)/C=C/c2ccc(F)cc2)c1,-11,-2,1558,-6,-1.8,2,-2.2,10,100,-4,0
CCOC(=O)c1sc2nc(CC(=O)OC)nc(N3CCN(c4ccccn4)CC3)c2c1C,-10,4,1654,5,-0.66,16,-0.4,5,98,-17,4
O=C(NNC(=O)C1C2CCC(C2)C1C(=O)O)c1ccc(Br)o1 (stereo unspecified),-3,-11,1505,2,x,4,0.3,-5,106,22,-8
COc1ccc(CCNC(=O)CSc2nc(N)c3c(C)c(C)oc3n2)cc1OC,-5,8,1736,5,x,-1,0.9,2,99,3,5
CCCCn1c(=O)c(CCC(=O)OCC(=O)NC(C)c2ccccc2)nc2ccccc21 (stereo unspecified),-26,5,1792,-2,0.17,4,2.8,4,101,-1,4
CCOC(=O)c1c(NC(=O)c2nn(CC)cc2Br)c(C#N)cn1-c1ccccc1,59*,5,1435,13,x,22,3.5,16,88,-3,9
COc1ccc2nc(NC3=NC(c4ccccc4)CC(=O)N3)nc(C)c2c1 (stereo unspecified),-19,0,1584,2,-1.3,5,2.1,6,93,-15,-3
